MBD2 DNA inh – inhibitors of MBD2 binding to methylated DNA, primary screen, biochemical, TR-FRET, DNA-binding domain, human; inhibition, % at 4.4 µM; AID 686964, 2013; MBD2 binding to methylated oligonucleotide; 0.31% of 370,000 active; Methyl-CpG-binding domain protein 2 (Homo sapiens), Q9UBB5; in the data active means inhibition above about 13%
Target sequence (Q9UBB5 whole entry, looked up, the tested form may be a part): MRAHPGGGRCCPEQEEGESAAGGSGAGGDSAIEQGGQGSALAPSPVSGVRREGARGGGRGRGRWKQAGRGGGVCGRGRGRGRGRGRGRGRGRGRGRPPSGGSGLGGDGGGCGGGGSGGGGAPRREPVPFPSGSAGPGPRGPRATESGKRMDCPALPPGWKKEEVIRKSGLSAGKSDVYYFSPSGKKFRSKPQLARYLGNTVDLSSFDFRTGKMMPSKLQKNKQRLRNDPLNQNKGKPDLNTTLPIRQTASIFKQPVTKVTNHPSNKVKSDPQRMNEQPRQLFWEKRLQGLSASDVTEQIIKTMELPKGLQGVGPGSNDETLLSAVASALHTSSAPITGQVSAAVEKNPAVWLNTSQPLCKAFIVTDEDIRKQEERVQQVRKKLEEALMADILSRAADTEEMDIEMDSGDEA
GC-A act – GC-A stimulated cGMP production enhancers – HEK293 GC-A cells, cGMP TR-FRET, EC30 ANP, primary screen | 0.14% of 370,000 active | 0% at EC30 ANP, 100% saturating ANP | activation, % at 10 µM | AID 1671463, 2021; in the data active means activation above about 40%
GC-B act – human GC-B receptor activators, primary screen, HEK293 GC-B cells, cGMP TR-FRET, EC30 CNP; Atrial natriuretic peptide receptor 2 (Homo sapiens), P20594; 0% at EC30 CNP, 100% saturating CNP; activation, % at 10 µM; 0.11% of 370,000 active;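 active means activation at 10 µM reaching about 35% in either raw or pattern-adjusted values, limit read from the data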
HTRA1 inhibitor – HTRA1 serine protease inhibitors, primary screen, biochemical, fluorescence polarization, HTS. 0.5% of 340,000 active. inhibition, % at 5.96 µM. recombinant HTRA1, FP-rhodamine activity-based probe; in the data active means inhibition above about 36%;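 further: 0% = enzyme with DMSO and 100% = wells lacking enzyme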
UHRF1 binding – UHRF1 methylated DNA binding inhibitors, primary screen, counter-screen for MBD2 inhibitor project, biochemical, TR-FRET, human UHRF1, single concentration. UHRF1 binding to methylated oligo. 0.75% of 370,000 active. inhibition, % at 4.4 µM. AID 687016, 2013. E3 ubiquitin-protein ligase UHRF1 (Homo sapiens), Q96T88; in the data active means inhibition above about 21%;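 further: UHRF1 SRA domain binding a hemimethylated CpG hairpin DNA probe; 0% = median of test compound wells and 100% = reference inhibitor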
mABHD4 FP – ABHD4 inhibitors, primary screen, biochemical, fluorescence polarization, mouse | 0.54% of 370,000 active | inhibition, % at 8.92 µM | purified mABHD4, FP-Rh probe fluorescence polarization | (Lyso)-N-acylphosphatidylethanolamine lipase (Mus musculus), Q8VD66;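 active means inhibition exceeding the mean over every tested compound plus 3 SD, cut at about 30% in these data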;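 further: 0% = plate median of compound wells and 100% = S159A mutant with DMSO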
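System: mouse ABHD4 enzyme, wild type / Medium: HEPES pH 7.0, NaCl, Pluronic buffer / Reagent: FP-Rh activity-based fluorescent probe / Control set: S159A mutant high control, sample median low control / Detection: fluorescence polarization with parallel and perpendicular emission, 525/598 nm / Schedule: 45 min + 60 min at 25 °C / Compound dosing: 8.92 µM, single dose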
PRMT1 FP inh – PRMT1 methyltransferase inhibitors, primary screen, biochemical, fluorescence polarization. Protein arginine N-methyltransferase 1 (Homo sapiens), Q99873. recombinant PRMT1, activity-based probe fluorescence polarization. inhibition, % at 2.79 µM. 1.3% of 370,000 active;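 active means inhibition above about 21% made by adding two undisclosed values, limit read from the data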
Target sequence (Q99873 whole entry, looked up): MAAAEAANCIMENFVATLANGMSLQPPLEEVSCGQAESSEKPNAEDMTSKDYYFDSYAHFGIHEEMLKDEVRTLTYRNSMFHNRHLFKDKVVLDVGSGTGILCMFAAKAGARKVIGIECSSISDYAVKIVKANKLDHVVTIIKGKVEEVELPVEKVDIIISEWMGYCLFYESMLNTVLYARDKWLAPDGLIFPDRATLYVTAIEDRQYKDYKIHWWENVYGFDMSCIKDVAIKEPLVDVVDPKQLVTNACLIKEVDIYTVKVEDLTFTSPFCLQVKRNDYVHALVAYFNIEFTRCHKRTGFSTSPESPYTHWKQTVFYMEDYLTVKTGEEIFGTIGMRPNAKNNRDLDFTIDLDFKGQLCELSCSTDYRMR
TCR CD3 inh – inhibitors of human TCR-CD3 interaction, primary screen, biochemical, fluorescence, TAMRA-labeled TCR probe. inhibition, % at 9.4 µM. AID 651800, 2012. 0.37% of 360,000 active; in the data active means inhibition above about 19%;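 further: recombinant mutant TCR 2C K166C tagged with TAMRA read by polarization; 0% = receptor in buffer alone and 100% = receptor with positive control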
rCAG RNA binder – binders of r(CAG) RNA repeats, primary screen, biochemical, fluorescence; 1.3% of 370,000 active; r(CAG) RNA repeat, TO-PRO-1 dye displacement fluorescence; inhibition, % at 3 µM; AID 651821, 2012;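 active means inhibition above the plate cutoff, the mean of all test compounds on that plate plus 3 SD, cut at about 35% in these data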;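 further: 0% = DMSO alone and 100% = 100 µM mitoxantrone as full dye displacement; higher means more dye released from RNA so lower well fluorescence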
SIAE inh – human SIAE inhibitors, primary screen, biochemical, fluorescence polarization, FP-Rh probe, 1536-well HTS. SIAE FP-Rh probe binding. inhibition, % at 9.66 µM. 0.69% of 370,000 active. AID 1053197, 2014;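 active means inhibition above a cutoff: mean of compounds within the control limits plus 3 SD of those, cut at about 17% in these data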;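 further: 0% = plate median of compound wells and 100% = probe without SIAE protein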
* hit, by the source's call; / = not tested or not shown. Some of the compounds tested; the hit share may differ from the screen's.

SMILES	MBD2 DNA inh	GC-A act	GC-B act	HTRA1 inhibitor	UHRF1 binding	mABHD4 FP	PRMT1 FP inh	TCR CD3 inh	rCAG RNA binder	SIAE inh
Cc1ccc(S(=O)(=O)Nc2ccc(-c3nc4ccc(C)cc4s3)cc2)cc1	1	3	-3	-49	4	-19	-5	3	35*	-8
COc1ccc(-c2ccc([C@H]3[C@H]4C=CC[C@@H](C)[C@@H]4C(=O)N3Cc3ccccc3)c(F)c2)cc1	0	-1	-3	-28	-2	-4	1	4	8	-5
O=C(COC(=O)c1ccccc1C(=O)N1CCN(c2ccccc2)CC1)Nc1ccc(F)cc1	-4	-5	0	0	-1	-10	9	4	-13	3
COc1ccc(-c2cc(=O)n(-c3ccc([N+](=O)[O-])cc3)[nH]2)cc1	0	-4	-2	15	0	10	3	-1	22	17
N#CCCN=C(NS(=O)(=O)c1ccccc1)c1ccccc1	5	6	3	-5	2	6	5	-6	-1	-2
CCN1C(=O)[C@H]2[C@@H](c3ccc(C(F)(F)F)cc3)N[C@]3(CCCN(Cc4ccc(F)cc4)C3=O)[C@H]2C1=O	-4	4	4	1	-1	4	-1	3	1	-2
CCCCn1c(CCC)nc([N+](=O)[O-])c1Sc1ccc(Cl)cn1	3	-14	-9	-8	1	-8	-1	3	-9	1
CCn1cc(S(=O)(=O)NCc2ccccc2Br)cn1	-5	4	7	7	-1	6	-2	2	0	4
COc1cccc(C(=O)/C=C/Nc2ccc(NC(C)=O)cc2)c1	0	-3	2	-62	-1	4	0	1	-1	-1
Cc1ccc(-c2c(C(=O)c3ccc(Br)cc3)[nH]c(N)c2C(=O)NCc2ccc(Cl)cc2)cc1	2	0	1	/	-1	-3	-1	6	8	5
COc1cc(C(=O)Nc2ccc3c(c2)Cc2ccccc2-3)cc(OC)c1OC	-1	-4	-11	5	-1	-7	-2	4	4	3
CC(=NNC(=O)COc1cccc(C)c1)c1cccnc1	2	4	1	-10	-3	0	5	-7	2	5
COc1ccc(CNC(=O)CCS(=O)(=O)c2ccc3nc(C)sc3c2)cc1	9	-2	2	/	5	-9	8	3	-1	-7
Cc1ccc(NC(=O)c2cc(C)nc3ccccc23)c(Br)c1	0	5	4	-10	-1	-2	-1	-2	2	-5
COC(=O)C1=C[C@@H](C(=O)OC)[C@@H]2C3=C(C(=O)[C@@]2(C)NC(=O)c2ccccc2)[C@H](c2ccccc2)[C@@H]2C(=O)NC(=O)[C@@H]2[C@@H]3C1	-2	8	0	-4	0	-4	0	5	-3	0
CC(C)CC1C(=O)N(Cc2cn(CCC3OCCCO3)nn2)CCS(=O)(=O)N1Cc1ccc(-c2ccc(Cl)nc2)cc1 (stereo unspecified)	-1	3	1	-6	0	-6	-2	-6	5	-4
C/C(=N\Nc1c(Cl)c(Cl)nc(C(=O)O)c1Cl)c1ccc(O)cc1	2	1	-3	1	1	7	3	-3	40*	-6
COC(=O)CSc1ccc(S(=O)(=O)N2CCOCC2)cc1[N+](=O)[O-]	-2	1	1	5	-5	5	9	3	1	-4
COc1ccc(/C=C2\CCCCC2=O)cc1	1	0	0	-6	1	5	3	10	10	3
CC(=O)Nc1ccc(NC(=O)COC(=O)C2CCCCC2)cc1	-2	-1	0	13	1	8	5	-5	0	-3
COc1ccc(C)cc1N(C(=O)c1ccccc1)c1nc2ccccc2s1	0	-1	-3	-25	1	-10	0	1	-1	-3
CC(C)C(=O)Nc1nnc(SCC(=O)NC2CC2)s1	-4	0	3	2	-1	-6	0	5	-3	-2
O=C1NC2(CCCCC2)C(=O)N1/N=C/c1ccccc1Br	2	6	-4	4	-3	6	3	-1	-5	0
Cc1nnc(N2C(=O)c3ccc(Br)cc3C2=O)s1	-2	0	2	-17	1	0	1	-6	6	-1
COc1ccc(NC(=O)C(c2ccccc2)n2c(=O)c(-c3cc4ccccc4[nH]3)nc3ccccc32)cc1 (stereo unspecified)	-5	1	2	/	-1	-50	-3	1	19	-55
O=C(CNC(=O)Cc1ccccc1)N=Nc1c(O)n(Cc2ccc3c(c2)OCO3)c2ccccc12	-6	4	-1	-18	0	-7	-3	1	17	-19
O=C(Nc1ccccc1N1CCOCC1)C1CCN(S(=O)(=O)c2cccc(C(F)(F)F)c2)CC1	2	-4	-3	0	1	-5	1	3	-7	1
COc1ccc(CN(C)C(C)C(=O)NC2CCCc3ccccc32)cc1 (stereo unspecified)	-4	-5	-6	-3	0	-1	-4	5	-10	0
CCN(C(=O)c1ccnn1C)c1ccccc1	-6	6	1	3	-4	-6	2	3	0	0
COc1ccc(/C=N/N=C2/NC(=O)C(c3ccccc3)S2)c(OC)c1 (stereo unspecified)	0	9	-1	-2	-2	6	-2	7	22	4
CC(=O)NS(=O)(=O)c1ccc(NC(=O)[C@@H]2CCCN2S(=O)(=O)c2ccc(Cl)cc2)cc1	-5	1	4	1	-2	5	-1	6	29	-1
COc1ccc([N+](=O)[O-])cc1N(CC(O)CN1CCOCC1)S(=O)(=O)c1ccccc1 (stereo unspecified)	-4	4	2	-1	-2	3	-1	0	-2	1
CCSC(=O)NC1CCCCC1	-2	3	-4	/	-2	3	-1	1	-1	2
CSc1ccccc1OCc1cc(C(=O)N2CCN(c3ncccn3)CC2)no1	-2	1	-1	-22	-1	-5	-1	-2	6	6
COc1ccc(OCC(=O)N2CCN(C(=O)c3cccs3)CC2)cc1	-3	5	3	2	0	-2	1	2	-3	2
CCOC(=O)CC[C@@]1(C(=O)OCC)C[C@@H](CC(=O)N2CCCC2)C(=O)N2CCCC=C21	-4	2	0	/	2	-10	0	/	1	-2
CSc1ccc(CN2CCC(C)(Oc3ccccc3C)C2)cc1 (stereo unspecified)	-5	-1	-4	/	1	2	-4	2	1	-4
Cc1cccc(C(=O)N2CCc3cc(-c4nc(NC(=O)CN5CCCC5)sc4C)ccc32)c1	0	-7	0	-18	-1	22	-3	-6	3	-3
NC(=O)c1ccccc1NC(=O)c1ccc2ccccc2c1	-6	2	-2	-33	-3	-22	1	0	10	-18
CC(=O)Nc1ccc(NC(=O)CSc2ncnc3sc(C)c(C)c23)cc1	2	1	-2	-3	0	-5	-4	1	2	-7

Brought forward from above: two compounds, followed by the next part.
SMILES	MBD2 DNA inh	GC-A act	GC-B act	HTRA1 inhibitor	UHRF1 binding	mABHD4 FP	PRMT1 FP inh	TCR CD3 inh	rCAG RNA binder	SIAE inh
NC(=O)c1ccccc1NC(=O)c1ccc2ccccc2c1	-6	2	-2	-33	-3	-22	1	0	10	-18
CC(=O)Nc1ccc(NC(=O)CSc2ncnc3sc(C)c(C)c23)cc1	2	1	-2	-3	0	-5	-4	1	2	-7
C[C@@H]1CCCCO[C@H](CN(C)C(=O)c2ccccc2)[C@@H](C)CN([C@H](C)CO)C(=O)c2cc(NC(=O)NC3CCCCC3)ccc2O1	1	5	2	6	1	-5	0	1	6	6
CS(=O)(=O)c1ccccc1COC(=O)Nc1ccc(Cl)cc1	-1	-6	-5	-21	-1	-5	-1	-4	4	4
COc1ccc(S(=O)(=O)N2CCN(C)CC2)cn1	-3	-1	0	1	-4	2	0	12	-2	6
CSc1cccc(NC(=O)CCC(=O)O)c1	8	0	-2	2	0	8	0	-1	-1	-1
CCN1C(=O)/C(=C/c2cccs2)N(C)C1=S	1	10	-5	3	-2	-2	-1	5	-3	-2
O=C(c1ccccc1F)N1CCC2CC1c1cc(-c3ccc4c(c3)OCO4)ccc12 (stereo unspecified)	-3	2	7	/	4	-9	-2	-6	6	3
CCn1c(C)c(C)c2cc(C(=O)NCCN3CCCCCC3)ccc21	-3	-1	1	-1	3	-4	1	-1	0	-2
Cc1sc2ncnc(SCC(=O)N(C)C3CCS(=O)(=O)C3)c2c1C (stereo unspecified)	2	-2	1	4	-2	-8	2	-1	-2	16
Cc1ccc(N(C(C)C(=O)N2CCCCC2)S(C)(=O)=O)cc1C (stereo unspecified)	-4	3	3	0	1	3	0	1	-4	-3
Cc1ccccc1C(=O)OCc1nnc(-c2ccc(Cl)cc2)o1	0	2	-5	-5	1	-1	5	1	-2	-3
COc1cc(/C=N/OCC(=O)NC2CCS(=O)(=O)C2)ccc1OC(F)F (stereo unspecified)	7	3	7	-4	-1	3	0	3	0	5
O=C(Nc1nc2cc3c(cc2s1)OCO3)c1ccc(N2C(=O)CCC2=O)cc1	-6	-14	0	1	0	0	0	1	11	0
CCCNC(=O)CCc1c(C)nc2c(c(C)nn2-c2ccccc2)c1C	0	-2	-5	0	3	-7	-4	-3	4	1
O=C(O)c1cc(S(=O)(=O)N2CCCCC2)ccc1N1CCCC1	6	-2	1	8	2	0	1	-2	1	15
CN(C)S(=O)(=O)c1ccc(C(=O)OCc2ccc([N+](=O)[O-])cc2)cc1	1	2	4	7	-1	5	-1	2	-1	-4
O=C(/C=C/Nc1nccs1)C(F)(F)Cl	0	7	-3	0	-1	-2	-1	1	0	-7
CCOC(=O)[C@]12CCC=C1N(Cc1ccc(Cl)cc1Cl)C(=O)[C@H](CC(=O)NCC1CCCCC1)C2	-1	-6	3	/	9	3	2	1	7	-4
O=c1nc(N2CCOCC2)nc2n1CCO2	1	0	1	6	-2	-2	-2	-1	0	-3
O=C(c1ccc(S(=O)(=O)N2CCCCCC2)cc1)N1CCN(c2ccccc2F)CC1	-2	0	-5	-6	-2	-4	-3	-11	2	-3
CC(=O)OCC(=O)[C@@]12OC(C)(C)O[C@@H]1CC1C3C[C@H](F)C4=CC(=O)C=CC4(C)[C@@]3(F)C(O)CC12C (stereo partly specified)	0	-3	1	12	1	-3	0	3	1	-6
Nc1ncnc2c1ncn2[C@@H]1O[C@H](C(=O)N(CCC2=CCCCC2)CC2CC2)[C@@H](O)[C@H]1O	-2	-3	-2	/	2	3	2	-4	0	10
CCOC(=O)N1CCN(C(=O)C2CCCN(S(=O)(=O)c3cccnc3)C2)CC1 (stereo unspecified)	-7	3	3	4	-3	1	-2	6	2	5
O=C(c1ccco1)N(Cc1ccc2c(c1)OCO2)Cc1cc2cc3c(cc2[nH]c1=O)OCO3	1	-5	-5	1	4	-4	4	-2	3	0
COc1cc(C#Cc2c(-c3ccccc3OC)oc3ccccc23)cc(OC)c1	13	-4	4	-32	20	-17	6	-8	11	-6
Cc1nn(-c2ccccc2)c2nc(-c3cccs3)cc(C(=O)NN)c12	-3	3	-10	-24	-4	-30	-2	1	19	-40
CCN(C(=O)CCN1C(=O)/C(=C/c2ccccc2)SC1=S)C1CCS(=O)(=O)C1 (stereo unspecified)	-6	-2	-1	-3	-2	-11	-1	-4	4	-4
CC(O)CCC(=O)NNC1CC(=O)N(c2ccccc2)C1=O (stereo unspecified)	-2	0	0	/	-1	4	3	2	11	7
NNc1nc(NCc2ccccc2)nc(N2CCOCC2)n1	0	3	5	-10	2	9	0	3	1	0

From PubChem BioAssay
